MT stabilize HCS: microtubule stabilizers in HeLa cells; actives 0.83% (n = 200,000); % tubulin-high responders, % at 10 µM; HeLa tubulin immunostaining HCS, 24 h; share of cells brighter than vehicle mean+2SD; AID 2205;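 active means plate Z-score above 3 for both tubulin-high and condensed-nucleus cell shares, with cell loss under 80%, at 10 µM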;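 further: anti alpha tubulin signal scored within the nucleus-defined area of each cell; some results filed as inactive read as strong as hits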
M17LAP inhibition: P. falciparum M17LAP inhibitors, primary screen, biochemical, fluorogenic H-Leu-NHMec substrate, 1536-well (AID 1619) | recombinant M17LAP, H-Leu-NHMec fluorogenic kinetic assay; higher % means a stronger effect | one-dose inhibition, % at 30 µM; IC50 in µM for titrated hits | actives 0.38% (n = 220,000);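 active means compound inhibiting the enzyme by more than half at any dose during confirmatory dose-response retesting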;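 further: plate controls were full reaction with DMSO carrier for no effect and no enzyme background for full effect; strong numbers were not always called active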
Autophagy mod: modulators of autophagy. MEF GFP-LC3 puncta imaging; test concentration mostly 10 µM. calls only at 10 µM (by protocol). AID 463193. actives 0.98% (n = 190,000);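 active means percentage of spot-positive cells more than 3 SD above its plate mean, without a fluorescence outlier flag or 80% toxicity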;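 further: spot-positive cell cutoff set from DMSO-treated cells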
bCat nuc transl: beta-catenin nuclear translocation modulation; nuclear translocation activity, % at 5 µM; actives 0.3% (n = 190,000); HeLa beta-catenin nuclear translocation, immunofluorescence imaging;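 active means nuclear translocation activity above 50% at 5 µM, with a well cell count of 50 or more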;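 further: per-cell ratio of nuclear to cytoplasmic median beta-catenin stain intensity; plate controls were DMSO negative control for no effect and GSK-3 inhibitor IX positive control for full effect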
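System: Human HeLa cells, endogenous beta-catenin | Compound dosing: 5 µM primary, 0.02–20 µM confirmation | Timing: 24 h compound exposure at 37°C, 5% CO2 | Measured by: Fluorescence imaging of beta-catenin antibody stain plus DAPI | Read-out basis: % activation of per-cell nuclear versus cytoplasmic median beta-catenin signal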
WT yeast gro inh: growth inhibition of WT yeast, mitochondrial fusion screen | AID 1362 | mitochondrial fusion phenotypic screen, WT strain | actives 2.1% (n = 190,000) | inhibition, % at 10 µM; in the data active means inhibition above about 58%; tested in S. cerevisiae
Yfh1-off respiration: mitochondrial function rescue without frataxin homolog – Friedreich's ataxia, plus single-dose screen, dose response (AID 1465); S. cerevisiae Yfh1-off respiration, WST-1 reduction, 72 h; higher fold induction means a stronger effect; fold induction at 50 µM; hits with a dose series show EC50 in µM; actives 0.074% (n = 220,000);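 active means fold induction of absorbance versus untreated yeast above a set limit, then at least 30% activation at any dose in follow-up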;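 further: activators that raise dye reduction in frataxin-depleted yeast; strong numbers were not always called active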
T cell modulator: T cell immune modulators affecting CD8 T cell-vesicle binding. 2C CD8+ T cell-vesicle binding, flow cytometry; hits give low values. calls only at 7 µM. actives 0.068% (n = 330,000). AID 2052;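 active means response, share of CD8 T cells binding vesicles, and their 90th percentile fluorescence all below set limits, cut at about 80% in these data, passing the limit was not always enough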
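Material: 2C TCR transgenic mouse naive CD8+ T cells, MACS-purified. Also added: QL9-charged Drosophila Ld/ICAM-1/B7-1 vesicles. Timing: binding 1.5 h at 37 °C. Measured by: high-throughput flow cytometry with anti-B7-1 and anti-CD8 staining. Read-out: percent CD8+ FL2 mean versus row control. Controls: Unloaded micro-vesicles (low), QL9 vesicles with 0.7% DMSO (high).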
P. falciparum M1AAP: malaria alanyl aminopeptidase activity blockers – biochemical, fluorogenic H-Leu-NHMec substrate, 1536-well (AID 1445); recombinant M1AAP, H-Leu-NHMec fluorogenic kinetic assay; higher % means a stronger effect; actives 0.42% (n = 220,000); inhibition, % at 30 µM, or IC50 in µM where a hit was titrated;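 active means primary inhibition above the hit cutoff, then over 50% inhibition at one or more dose response concentrations, cut at about 23% in these data, passing the limit was not always enough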;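 further: plate controls were DMSO full reaction for no effect and no enzyme background for full effect; strong numbers were not always called active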
Dynein cargo inh: dynein cargo transport inhibition | 3617.4 mouse cells, GR-EGFP nuclear translocation imaging; test concentration mostly 20 µM; stimulated with dexamethasone, 1 µM; hits give low values | z-score, hits read low | actives 0.47% (n = 220,000);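 active means plate z-score of nuclear minus cytoplasmic receptor signal below a set negative limit, without overly bright fluorescence or cell loss, cut at about -3.5 in these data, passing the limit was not always enough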;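 further: z-score of nuclear minus cytoplasmic ring GR-EGFP intensity difference per well; some compounds called inactive have numbers as strong as hits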
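medium = tetracycline-free induction medium containing charcoal-stripped FBS | also added = 1.0 µM final dexamethasone stimulus | schedule = 48 h induction, 1 h compound, 30 min dex at 37 °C | technique = fixed, Hoechst-stained cells imaged at 10x for EGFP | measure = GR-EGFP nuclear translocation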
WT yeast gro inh mutant strain: also measured in WT yeast gro inh; calls as there; inhibition, %; mitochondrial fusion phenotypic screen, mutant strain inhibition
Dynein cargo inh cytoplasmic EGFP: further read-out of Dynein cargo inh, marked with its call; z-score; measured here: cytoplasmic GR-EGFP intensity; hits give high values
Dynein cargo inh nuclear GR-EGFP: second read-out of Dynein cargo inh, no call of its own (marks repeat the call); z-score; measured here: nuclear GR-EGFP intensity;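 lower value marks the stronger effect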
Dynein cargo inh cell count: further read-out of Dynein cargo inh, marked with its call; z-score; measured here: cell count per field
bCat nuc transl cell count 5 µM: further read-out of bCat nuc transl, marked with its call; cell count; measured here: cell count, cytotoxicity flag
T cell modulator vesicle-bound %: second read-out of T cell modulator, no call of its own (marks repeat the call); double positive events, %; measured here: CD8+ vesicle-bound cell fraction;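 binding gate set so that unloaded-vesicle control wells show 10% double positive cells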
MT stabilize HCS Hoechst-high %: further read-out of MT stabilize HCS, marked with its call; % Hoechst-high responders; measured here: nuclear condensation Hoechst responders;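 share of cells brighter than vehicle mean plus two SD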
MT stabilize HCS cytotoxicity %: recorded beside MT stabilize HCS, whose call it bears; toxicity, %; measured here: cytotoxicity by cell density;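 0% = mean cell density of plate MIN control wells and 100% = no cells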
Autophagy mod cell loss 18 h: also measured in Autophagy mod; calls as there; toxicity, %; measured here: cell loss, nuclei count;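 cell loss after 18 h compound exposure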
Active calls of the source: *; i = inactive; . = not tested or not shown.

Every second line gives: bCat nuc transl cell count 5 µM, Autophagy mod cell loss 18 h, MT stabilize HCS cytotoxicity %, WT yeast gro inh, Dynein cargo inh cell count, Dynein cargo inh nuclear GR-EGFP, MT stabilize HCS Hoechst-high %, P. falciparum M1AAP, Yfh1-off respiration, MT stabilize HCS, T cell modulator, M17LAP inhibition, Dynein cargo inh, T cell modulator vesicle-bound %, bCat nuc transl, Autophagy mod, Dynein cargo inh cytoplasmic EGFP, WT yeast gro inh mutant strain
[1] O=C(Nc1ccc2c(c1)OCO2)c1cccc(Cl)c1
  ., -1, 3.6, 38, 0.69, -0.5, 2.0, 5%, i, 1.3, i, 2%, -0.8, 60, ., i, -0.28, 9
[2] Brc1ccc(Nc2nc3ccccc3n3nnnc23)cc1
  996, 32, 11, 38, 0.8, 0.66, 0.9, 4%, ., 1.9, i, -7%, -0.024, 38, -4.1, i, 0.056, 56
[3] CC(C)OC(=O)CC(=O)c1sc2nc3c(cc2c1N)CN(C)CC3
  1156, 3, 8.0, -3, 0.12, 0.58, 1.8, 8%, i, 2.9, i, -14%, 0.26, 11, -0.1, i, -0.18, 0
[4] COC(=O)c1c(NC(=O)C(C)(C)C)sc2c1C(C(=O)OC)CC2 (stereo unspecified)
  1257, -6, 14, 50, 0.56, -0.8, 2.8, 2%, i, 6.3, i, 10%, -0.21, 49, 1.9, i, -0.26, 8
[5] COCCNC(=O)CSc1nc(-c2ccc(OC)c(OC)c2)cc(C(F)(F)F)n1
  1083, -2, 11, 11, 0.56, -0.75, 1.8, 7%, i, 2.6, i, 5%, 0.071, 19, 0.0, i, -0.28, 7
[6] N#CC1=C(N)Oc2ccc3ccc(O)cc3c2C1c1cccnc1 (stereo unspecified)
  1031, 8, 3.6, 2, 0.064, 0.033, 1.5, 11%, i, 3.4, i, -5%, -1.2, 45, -2.9, i, 0.44, -17
[7] COc1ccc(C(=O)NC2(C(F)(F)F)NC(=O)N(CCCc3ccccc3)C2=O)cc1OC (stereo unspecified)
  529, 6, 7.7, 2, 0.63, -0.5, 2.6, 2%, i, 5.3, i, 12%, -0.28, 44, -3.4, i, -0.33, -12
[8] COc1cccc(/C=N/Nc2snc(SC)c2C#N)c1O
  582, -28, 1.9, 14, 0.74, 0.23, 1.4, 6%, i, 2.5, i, 6%, -0.55, 40, 3.8, i, -0.29, -8
[9] O=C(c1nc2nc(-c3ccccc3)cc(C(F)(F)F)n2n1)N1CCOCC1
  1108, 6, 10, 2, 0.4, 0.092, 2.3, 5%, i, 3.0, i, 10%, -0.24, 35, -4.0, i, -0.25, 2
[10] CC1CCc2c(sc3ncn(Cc4ccc(C(=O)O)cc4)c(=O)c23)C1 (stereo unspecified)
  1538, -13, 5.1, 10, -1.3, 0.27, 0.7, -9%, i, 1.7, i, 5%, 1.4, 53, 1.1, i, -0.11, 9
[11] Cc1ccc(OCCCC(=O)N2CCOCC2)cc1
  1409, 4, 6.5, 3, 0.14, -0.59, 2.1, 1%, i, 3.3, i, 7%, 0.69, 43, -1.4, i, -0.28, 2
[12] O=C(NC1=NCCS1)c1sc2cc(Cl)cc(Cl)c2c1Cl
  583, -4, 1.3, 15, 0.8, 0.13, 2.2, 7%, i, 4.6, i, 10%, 0.00094, 20, -4.7, i, -0.23, 15
[13] CCSC1=C(C#N)C(CC(C)C)C2=C(CCCC2=O)N1 (stereo unspecified)
  1412, ., ., ., -0.25, 0.6, ., 4%, i, ., i, 2%, 0.046, 34, -1.6, ., -0.25, .
[14] COc1ccc(-n2c(C)cc(C(=O)COc3ccc(C)nc3[N+](=O)[O-])c2C)cc1
  540, 5, 2.9, 17, 0.4, -0.39, 1.5, 2%, i, 4.2, i, 0%, -1.3, 41, -2.9, i, 0.017, 5
[15] CC(C)OC(=O)CSc1nc(N)c(C#N)cc1C#N
  1082, 10, 7.4, -17, 0.35, 0.37, 2.7, 5%, i, 2.5, i, 4%, 0.15, 24, -1.9, i, -0.35, 15
[16] O=C(CSc1nnc(-c2cccnc2)n1-c1ccccc1)NCc1ccc2c(c1)OCO2
  1062, 22, 4.0, -31, -0.1, 0.21, 3.1, 0%, i, 5.8, i, 8%, 0.34, 16, -5.6, i, -0.3, -2
[17] CC(C)c1nnc(NC(=O)c2c(O)c3cccc4c3n(c2=O)CCC4)s1
  762, 4, 9.0, 6, -0.33, -0.037, 2.8, 8%, i, 3.8, i, 0%, -0.091, 63, 1.0, i, 0.81, 3
[18] CC1(C)CC2c3cccc(C(=O)O)c3C(=O)N2c2c1ccc1ccccc21 (stereo unspecified)
  610, 4, 7.3, -1, 1.2, -0.82, 1.6, -5%, i, 2.7, i, 20%, -0.97, 28, 2.4, i, 0.22, -2
[19] COc1cc(OC)cc(C(=O)N[C@H](C(=O)OCC(=O)c2ccc(F)cc2)C(C)C)c1
  1144, -8, 9.5, 2, 0.17, 0.091, 2.1, -1%, i, 1.6, i, -5%, 0.02, 32, -4.7, i, -0.19, -8
[20] O=C(Cc1c[nH]c2ccccc12)Nc1nc2ccccc2[nH]1
  922, 0, 6.9, -2, -0.2, 0.19, 1.3, 2%, i, 3.2, i, -7%, -0.27, 32, -6.0, i, -0.18, -2
[21] COc1cccc(NC(=O)c2oc3ccccc3c2NC(=O)C2CC2)c1
  1051, -10, 2.5, 6, 0.29, -0.22, 3.2, 2%, i, 4.6, i, 2%, -0.022, 37, -1.0, i, -0.3, -2
[22] Clc1ncn(C23CC4CC(CC(C4)C2)C3)n1
  939, -2, 8.9, -12, 0.82, -0.43, 1.5, 12%, i, 1.4, i, 0%, -0.81, 22, -2.4, i, -0.21, -1
[23] COC(=O)c1cc(NS(=O)(=O)c2ccc(N3CCOCC3)c(N)c2)cc(C(=O)OC)c1
  968, -1, 8.4, -16, 0.89, -0.081, 2.0, 5%, i, 3.6, i, 4%, 0.089, 29, 1.3, i, -0.27, -8
[24] NC(Cc1cccc2nsnc12)C(=O)O (stereo unspecified)
  838, 1, 8.6, 10, -0.22, -0.092, 3.0, 8%, i, 3.7, i, -5%, -0.016, 36, -2.6, i, -0.32, 11
[25] CC(=O)Nc1ccc(NC(=O)CN(c2cccc(C(C)=O)c2)S(C)(=O)=O)cc1
  972, 30, 3.8, -3, 0.3, 0.098, 1.6, 2%, i, 2.1, i, 6%, -0.12, 49, 0.9, i, -0.27, 9
[26] Cc1cc(C)nc(N2C(=O)CC(Cc3ccccc3)C2=O)n1 (stereo unspecified)
  1108, 0, 3.2, 3, 0.61, 0.014, 1.7, 3%, i, 2.8, i, 6%, 0.31, 47, 0.5, i, -0.29, -2
[27] O=C(N/N=C/c1cccc(Oc2ccccc2)c1)c1cc[n+]([O-])cc1
  900, 4, 6.6, -24, 0.2, 0.6, 2.9, 5%, i, 6.3, i, 9%, 0.36, 53, 6.9, i, -0.37, 5
[28] COc1cc(NC(=S)NC2CC(C)(C)NC(C)(C)C2)c(OC)cc1Cl
  1129, 41, 6.4, -4, 1.3, -0.62, 1.9, -2%, i, 4.9, i, -2%, -1.2, 49, -2.9, i, -0.22, 0

Some of the entries so far, in markdown:
| item | canonical_smiles | bCat nuc transl cell count 5 µM | Autophagy mod cell loss 18 h | MT stabilize HCS cytotoxicity % | WT yeast gro inh | Dynein cargo inh cell count | Dynein cargo inh nuclear GR-EGFP | MT stabilize HCS Hoechst-high % | P. falciparum M1AAP | Yfh1-off respiration | MT stabilize HCS | T cell modulator | M17LAP inhibition | Dynein cargo inh | T cell modulator vesicle-bound % | bCat nuc transl | Autophagy mod | Dynein cargo inh cytoplasmic EGFP | WT yeast gro inh mutant strain |
| --- | --- | --- | --- | --- | --- | --- | --- | --- | --- | --- | --- | --- | --- | --- | --- | --- | --- | --- | --- |
| 18 | CC1(C)CC2c3cccc(C(=O)O)c3C(=O)N2c2c1ccc1ccccc21 (stereo unspecified) | 610 | 4 | 7.3 | -1 | 1.2 | -0.82 | 1.6 | -5% | i | 2.7 | i | 20% | -0.97 | 28 | 2.4 | i | 0.22 | -2 |
| 19 | COc1cc(OC)cc(C(=O)N[C@H](C(=O)OCC(=O)c2ccc(F)cc2)C(C)C)c1 | 1144 | -8 | 9.5 | 2 | 0.17 | 0.091 | 2.1 | -1% | i | 1.6 | i | -5% | 0.02 | 32 | -4.7 | i | -0.19 | -8 |

As entered above.
Result of COc1cc(OC)cc(C(=O)N[C@H](C(=O)OCC(=O)c2ccc(F)cc2)C(C)C)c1 in bCat nuc transl cell count 5 µM: 1144
Result of COCCNC(=O)CSc1nc(-c2ccc(OC)c(OC)c2)cc(C(F)(F)F)n1 in Autophagy mod cell loss 18 h: -2
Result of COc1cc(NC(=S)NC2CC(C)(C)NC(C)(C)C2)c(OC)cc1Cl in Autophagy mod cell loss 18 h: 41
Result of Clc1ncn(C23CC4CC(CC(C4)C2)C3)n1 in Dynein cargo inh cytoplasmic EGFP: -0.21
